# UGM FP inh – blocks M. tuberculosis UGM enzyme | P9WIQ1 | purified UGM, fluorescence polarization probe displacement | inhibition, % at 10 µM | 0.06% of 320,000 active; in the data active = inhibition above about 10%, passing the limit was not always enough
# FBA Mtb inh – Mtb fructose-bisphosphate aldolase inhibition; P9WQA3; purified M. tuberculosis FBA, fluorescence read-out; inhibition, % at 1 µM; 2.3% of 360,000 active; AID 588726; in the data active = inhibition above about 27%;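 note: 0% = vehicle and 100% = reference inhibitor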
# Target sequence (P9WQA3 whole entry, looked up): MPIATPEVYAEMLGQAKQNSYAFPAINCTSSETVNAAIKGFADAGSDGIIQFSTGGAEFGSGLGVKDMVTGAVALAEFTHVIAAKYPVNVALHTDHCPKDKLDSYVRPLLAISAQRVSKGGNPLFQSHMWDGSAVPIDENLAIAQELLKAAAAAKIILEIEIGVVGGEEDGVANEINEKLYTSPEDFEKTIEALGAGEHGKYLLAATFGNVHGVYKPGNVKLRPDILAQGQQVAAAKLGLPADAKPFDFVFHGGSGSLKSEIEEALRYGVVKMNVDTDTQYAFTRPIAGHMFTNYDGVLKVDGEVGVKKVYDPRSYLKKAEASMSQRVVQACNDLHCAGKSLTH
# SSB-PriA inh – inhibitors of Klebsiella pneumoniae PriA binding to SSB C-terminal tail; AlphaScreen SSBct-PriA binding, biotinylated peptide; inhibition, % at 33 µM; 0.6% of 430,000 active; AID 1272365; in the data active = inhibition mostly above about 37%, no sharp cut-off; inactive = mostly below about 20%;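 note: plate controls were negative control peptide for no effect and reference peptide for full effect; strong numbers were not always called active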
# GDH-TPI inh – inhibits GDH-TPI coupling enzymes, artifact for Mtb FBA screen | 1.2% of 360,000 active | GDH-TPI coupled enzyme counterscreen, NADH absorbance | AID 588335 | inhibition, % at 4.8 µM; in the data active = inhibition above about 30%;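 note: 0% = DMSO wells and 100% = wells lacking the enzyme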
# SARS 3CLpro inh – SARS-CoV 3CLpro protease inhibition; AID 1706; P0C6X7; recombinant SARS-CoV 3CLpro, quenched FRET peptide cleavage; inhibition, % at 6 µM; 0.14% of 290,000 active; in the data active = inhibition above about 12%
# Vc quorum ag – inducers of Vibrio cholerae quorum light production without autoinducers; V. cholerae BH1578 lux reporter, luminescence, 6 h; AID 588436; activation, % at 18.7 µM; 0.16% of 350,000 active; in the data active = activation mostly above about 9.7%, no sharp cut-off; note: not every result past the cut was called active; inactives centre near 0; reference of the scale not given here
# MazF activator – MazEF (E. coli) toxin RNase activation | P0AE70 | FAM/BHQ RNA-DNA oligo cleavage fluorescence, 5 h | activation, % at 20 µM | 0.32% of 350,000 active; in the data active = activation above about 50%
# Target sequence (P0AE70 whole entry, looked up): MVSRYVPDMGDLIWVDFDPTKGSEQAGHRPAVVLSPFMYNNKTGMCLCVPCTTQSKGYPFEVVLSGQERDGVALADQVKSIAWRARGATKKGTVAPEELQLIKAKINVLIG
# DUSP3 inh – DUSP3 (human) phosphatase inhibition; P51452; recombinant VHR phosphatase, pNPP absorbance; inhibition, % at 13.3 µM; 0.52% of 290,000 active; AID 1654; in the data active = inhibition above about 50%; note: some compounds called inactive have numbers as strong as hits
# Target sequence (P51452 whole entry, looked up): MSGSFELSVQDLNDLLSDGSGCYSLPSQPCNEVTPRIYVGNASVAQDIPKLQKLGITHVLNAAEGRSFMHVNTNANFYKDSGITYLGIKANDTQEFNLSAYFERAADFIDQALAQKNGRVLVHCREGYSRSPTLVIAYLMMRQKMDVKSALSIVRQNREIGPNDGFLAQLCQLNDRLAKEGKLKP
# Rv3671c inh – Rv3671c (M. tuberculosis) protease inhibition | P9WHR9 | inhibition, % at 5.96 µM | 0.048% of 320,000 active; in the data active = inhibition above about 38%;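 note: extracellular domain of Rv3671c used as enzyme; 0% = enzyme with DMSO and 100% = no enzyme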
# Target sequence (P9WHR9 whole entry, looked up, the tested form may be a part): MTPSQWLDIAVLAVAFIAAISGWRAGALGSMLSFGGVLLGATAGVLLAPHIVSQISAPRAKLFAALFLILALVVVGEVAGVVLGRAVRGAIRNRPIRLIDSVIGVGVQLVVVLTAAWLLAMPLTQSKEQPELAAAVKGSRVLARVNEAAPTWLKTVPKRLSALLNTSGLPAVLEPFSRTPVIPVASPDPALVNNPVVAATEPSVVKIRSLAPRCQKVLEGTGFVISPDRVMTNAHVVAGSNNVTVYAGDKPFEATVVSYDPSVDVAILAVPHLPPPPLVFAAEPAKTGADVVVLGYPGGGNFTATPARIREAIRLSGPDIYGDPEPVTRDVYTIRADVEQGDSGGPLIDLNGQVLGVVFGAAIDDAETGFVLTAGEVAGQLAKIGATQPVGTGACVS
# BioA inh – blocks M. tuberculosis BioA enzyme activity | purified M. tuberculosis BioA enzyme, plate reader | inhibition, % at 9.99 µM | 0.096% of 360,000 active; in the data active = inhibition above about 40%
# * hit, by the source's call; i = inactive; . = no result given; & = joins results of further samples.
# The line under a structure holds: UGM FP inh, FBA Mtb inh, SSB-PriA inh, GDH-TPI inh, SARS 3CLpro inh, Vc quorum ag, MazF activator, DUSP3 inh, Rv3671c inh, BioA inh
(1) CCOC(=O)c1c(C)[nH]c(C)c1C(=O)CSc1nncs1
  -0.5, -1, -8, 9, 2, -0.5, 3, 38, -2, .
(2) CCOC(=O)C1(C)NC(c2cccs2)C2C(=O)N(c3ccc(C)cc3)C(=O)C21 (configuration not stated)
  1.4, 1, -12, -8, 1, -0.3, 2, 20, 1, .
(3) O=C(Nc1cccc(-c2nc3ccccc3c(=O)o2)c1)c1ccccc1
  -0.5, 2, -7, 0, -1, -0.4, 2, 16, -6, .
(4) CC(OC(=O)c1ccccn1)C(=O)Nc1ccc2c(c1)OCCO2 (configuration not stated)
  -2.3, 0, -10, 2, ., i, 6, ., 14, 1.0
(5) CC1(C)Cc2cccc(C(=O)Nc3ccncc3)c2O1
  6.8, -4, -5, -2, 5, -0.7, 2, 31, 5, .
(6) CC(Oc1ccccc1)C(=O)Nc1ccc(S(=O)(=O)N2CCN(C)CC2)cc1 (configuration not stated)
  -2.1, -1, -3&-3, 6, ., i, -14, ., -3, -2.9
(7) COc1ccc(CNC(=O)CNC(=O)c2cccs2)c(OC)c1
  -1.5, 2, -5, 8, 0, -0.3, 7, -5, 5, 0.2
(8) Cc1ccc(-n2cnc3c(sc4nccc(N(C)C)c43)c2=O)cc1
  1.2, 6, 0, 14, -4, -0.6, 12, 1, 8, 0.6
(9) COc1ccc(-c2sc3ccc(OC)cc3c2C#CCCO)cc1
  0.7, 8, -26, 18, -3, -0.4, -12, 17, -29, -1.5
(10) COc1cccc(NC(=O)NNS(=O)(=O)c2ccc(OC)cc2OC)c1
  -0.1, 0, -1, -5, -2, i, 1, 50*, ., -1.4
(11) CCOc1cc(/C=C2\C(=O)N(CCc3ccc(OC)c(OC)c3)C(C)=C2C(=O)OC)ccc1O
  -3.5, -7, -3, 1, -2, 3.1, -3, -5, -10, .
(12) COc1ccc(OCCCC(=O)OCC(=O)Nc2sccc2C(N)=O)cc1
  ., 3, -7, 14, ., i, 6, ., -5, .
(13) COC(=O)c1ccc(C2NC(=O)c3c(sc(C)c3C)N2)cc1 (configuration not stated)
  2.3, 5, -8, 12, 1, 1.2, 5, -1, 3, .
(14) COc1ccc(/C=C\C(=O)NCC(=O)N/N=C/c2cccc(OC)c2O)cc1
  1.0, 0, ., -4, 3, -0.2, -8, -17, -3, -0.4
(15) O=C(Cc1cccs1)NC1(C(=O)NC2CCCC2)CCCCC1
  -0.5, -2, -2, 0, -3, -0.2, -9, -8, -4, -2.2
(16) CCCCc1ccc(S(=O)(=O)NC(=O)C2(C)CCN2C(=O)Cc2ccccc2)cc1 (configuration not stated)
  ., 0, ., 4, ., -0.1, ., ., ., -0.8
(17) Cc1csc(N/N=C\c2cccnc2)n1
  3.2, -5, ., 14, 3, 1.0, 6, 2, -4, .
(18) CCCCC(=O)Nc1cccc(NC(=O)c2ccc3c(c2)OCO3)c1
  0.1, -1, -3, 2, -2, ., 4, -8, 2, -1.5
(19) Clc1ccc(-c2nnc(C34CC5CC(CC(C5)C3)C4)o2)cn1
  ., -1, -1, -5, -5, -5.6, 5, 24, 1, -1.5
(20) COC(=O)c1ccc(NC(=O)C(=O)N2CCN(C(=S)Nc3cccc(C)c3C)CC2)cc1
  1.6, 1, -1, -1, 2, -0.3, 0, -24, 1, .
(21) Cc1cc(C)n2nc(SCC(=O)NC3CCCCC3C)nc2n1 (configuration not stated)
  2.3, 3, -3, 7, 1, -0.3, 8, -9, -1, -1.4
(22) O=C(CSc1nnc(C2COc3ccccc3O2)o1)N1CCN(c2ccccc2)CC1 (configuration not stated)
  1.7, -5, 10, 1, 2, -0.5, -3, 38, 10, .
(23) C/C(CC1CC(C)(C)OC1=O)=N\NC(N)=S (configuration not stated)
  -0.6, 0, ., -2, -1, i, 8, 5, 1, 0.9
(24) Cc1nc2ccccc2c(=O)n1-c1cccc([N+](=O)[O-])c1
  3.2, -1, -10, -3, -4, -0.5, 1, 2, 4, 0.7
(25) CCn1c(=O)c2c(n3c(=S)[nH]nc13)-c1ccccc1CC21CCCCC1
  0.9, -3, -4, 10, 0, -0.4, 5, 20, 2, .
(26) O=C(OCc1cn([C@@H]2CN(C(=O)c3cccs3)[C@@H](c3ccccc3)C[C@H]2O)nn1)c1ccccc1
  ., 0, ., 0, ., -0.5, 4, ., ., -0.8
(27) Cc1ccc(SCc2cc(=O)[nH]c(/N=C(\N)Nc3ccccc3Sc3ccccc3)n2)cc1
  -2.9, 1, ., 10, -5, -0.3, 2, 6, -2, .
(28) C(=N\n1cnnc1)/c1ccc2c(c1)OCO2
  -0.5, -1, ., 3, -4, -5.6, 2, 3, 4, 1.0
(29) Cc1ncc(CO)c(/C=N/NC(=O)c2ccc(Br)cc2)c1O
  4.8, ., ., ., 4, ., ., -8, 10, .
(30) CCOc1ccc(NS(=O)(=O)c2cc(NC(=O)C3CC3)ccc2C)cc1Br
  -0.1, 1, -13, 6, ., i, 0, ., -63, 0.1

# Some of the entries so far, with one line to a screen:
[26] O=C(OCc1cn([C@@H]2CN(C(=O)c3cccs3)[C@@H](c3ccccc3)C[C@H]2O)nn1)c1ccccc1
[20] COC(=O)c1ccc(NC(=O)C(=O)N2CCN(C(=S)Nc3cccc(C)c3C)CC2)cc1
[25] CCn1c(=O)c2c(n3c(=S)[nH]nc13)-c1ccccc1CC21CCCCC1
[2] CCOC(=O)C1(C)NC(c2cccs2)C2C(=O)N(c3ccc(C)cc3)C(=O)C21 (configuration not stated)
[5] CC1(C)Cc2cccc(C(=O)Nc3ccncc3)c2O1
compound no. | 26 | 20 | 25 | 2 | 5
UGM FP inh | . | 1.6 | 0.9 | 1.4 | 6.8
FBA Mtb inh | 0 | 1 | -3 | 1 | -4
SSB-PriA inh | . | -1 | -4 | -12 | -5
GDH-TPI inh | 0 | -1 | 10 | -8 | -2
SARS 3CLpro inh | . | 2 | 0 | 1 | 5
Vc quorum ag | -0.5 | -0.3 | -0.4 | -0.3 | -0.7
MazF activator | 4 | 0 | 5 | 2 | 2
DUSP3 inh | . | -24 | 20 | 20 | 31
Rv3671c inh | . | 1 | 2 | 1 | 5
BioA inh | -0.8 | . | . | . | .

# In another format: 4 of the compounds above.
27: Cc1ccc(SCc2cc(=O)[nH]c(/N=C(\N)Nc3ccccc3Sc3ccccc3)n2)cc1
  UGM FP inh: -2.9; FBA Mtb inh: 1; SSB-PriA inh: .; GDH-TPI inh: 10; SARS 3CLpro inh: -5; Vc quorum ag: -0.3; MazF activator: 2; DUSP3 inh: 6; Rv3671c inh: -2; BioA inh: .

28: C(=N\n1cnnc1)/c1ccc2c(c1)OCO2
  UGM FP inh: -0.5; FBA Mtb inh: -1; SSB-PriA inh: .; GDH-TPI inh: 3; SARS 3CLpro inh: -4; Vc quorum ag: -5.6; MazF activator: 2; DUSP3 inh: 3; Rv3671c inh: 4; BioA inh: 1.0

29: Cc1ncc(CO)c(/C=N/NC(=O)c2ccc(Br)cc2)c1O
  UGM FP inh: 4.8; FBA Mtb inh: .; SSB-PriA inh: .; GDH-TPI inh: .; SARS 3CLpro inh: 4; Vc quorum ag: .; MazF activator: .; DUSP3 inh: -8; Rv3671c inh: 10; BioA inh: .

30: CCOc1ccc(NS(=O)(=O)c2cc(NC(=O)C3CC3)ccc2C)cc1Br
  UGM FP inh: -0.1; FBA Mtb inh: 1; SSB-PriA inh: -13; GDH-TPI inh: 6; SARS 3CLpro inh: .; Vc quorum ag: i; MazF activator: 0; DUSP3 inh: .; Rv3671c inh: -63; BioA inh: 0.1

# New compounds follow:
# The line under a structure holds: UGM FP inh, FBA Mtb inh, SSB-PriA inh, GDH-TPI inh, SARS 3CLpro inh, Vc quorum ag, MazF activator, DUSP3 inh, Rv3671c inh, BioA inh
(31) O=C1COc2ccc(C(=O)COC(=O)Cc3ccc(Cl)cc3)cc2N1
  2.1, 2, -6, 2, -2, i, 0, -8, -4, .
(32) Cc1ccc(S(=O)(=O)NC2=NCN(C(C)C)CN2)cc1
  -1.3, 2, -12, 3, 3, 1.3, 3, -30, 3, -0.6
(33) CSc1nc(Cl)cc(N2CCOCC2)n1
  1.0, -2, -1, -1, -6, i, 8, -15, 0, .
(34) COCCCNC(=O)c1cc(C)nn1-c1ccccc1
  -0.8, 5, -13, 5, -4, -0.4, 2, 29, -1, -0.2
(35) O=C(CSc1nc2ccccc2[nH]1)Nc1ccc(N2CCOCC2)cc1
  -0.6, 0, 22, -6, -3, -0.4, 2, 28, 2, 0.5
(36) c1cncc(C2CCCCN2)c1 (configuration not stated)
  -0.3, 2, -5, -15, -3, -0.5, 12, 10, -5, -0.6
(37) CC(=O)c1sc(NC(=O)c2cccc3ccccc23)nc1C
  -1.1, 4, -10, 11, 5, i, 63*, 23, 10, -1.0
(38) CCOC(=O)C(Cc1ccc(O)cc1)NC(=O)CCc1c[nH]c2ccccc12 (configuration not stated)
  -1.3, 1, 2, -6, 1, i, 0, 20, 8, -0.3
(39) COc1ccc(CC(=O)N2CCN(c3ccccc3)CC2)cc1
  -0.8, -1, -5, -2, -3, 4.0, 6, 25, -3, 5.1
(40) Cc1ccc(C(=O)N2CCOCC2)cc1S(=O)(=O)Nc1cccc(C)c1C
  -1.9, -3, 2, -5, 0, i, 1, -9, -7, -0.8
(41) N#CCC(=O)Nc1ccc(C(=O)NNC(=O)CCN2CCN(c3ccccc3)CC2)cc1
  0.6, 1, 7, 3, ., -4.3, 6, ., -8, -1.2
(42) COCC1CCCCN1Cc1cn(-c2ccccc2)nc1-c1ccc2c(c1)OCO2 (configuration not stated)
  0.6, 7, -5, -4, 2, -0.5, -9, 26, -1, .
(43) Cc1c(C(=O)NCc2cccnc2)sc2ncn(CC(=O)N3CCCCC3C)c(=O)c12 (configuration not stated)
  ., 0, -2, -3, 0, i, 9, -2, ., .
(44) O=C(Cn1cnc2c(nnn2Cc2ccc(Cl)cc2)c1=O)c1ccccc1
  -1.0, 2, -16&-13, -1, -8, 0.4, -11, -6, 4, 0.2
(45) Cc1ccc(CN2CCN(CC(=O)N3CCc4ccccc4C3)C2=O)cc1
  3.1, ., ., ., -1, ., ., -21, 4, .
(46) Cc1nc2cc(-c3ccc(F)cc3)[nH]n2c(=O)c1C
  1.5, 20, 16, -12, -3, -0.8, 11, 2, 2, 0.8
(47) CCOC(=O)C1=C(C)Nc2ccccc2N/C1=N\S(=O)(=O)c1ccc(Cl)cc1
  3.0, -1, ., 5, ., -0.4, -6, ., -13, -1.5
(48) O=C(Nc1ccccn1)c1ccc(NC(=O)c2ccco2)cc1
  -1.7, -1, -11, 4, -7, 3.6, -8, 10, 9, -1.2
(49) Cc1nc2ccccc2c(=O)n1/N=C/c1ccc(O)c(O)c1O
  0.7, 2, ., 19, -5, -0.1, 16, 27, 20, 1.1
(50) CCCC(C)C(=O)Nc1nc(C)c(-c2csc(Nc3ccc(Cl)cc3)n2)s1 (configuration not stated)
  -1.3, 0, 3, 4, 0, i, 15, 12, -2, -0.6
(51) COc1ccc(N(CC(=O)NN=C2CCCC2)S(=O)(=O)c2ccccc2)cc1Cl
  0.9, -3, 1, 3, 7, -0.4, -1, -2, -21, 0.3
(52) CN(Cc1cnccn1)C(=O)C1CCC(=O)N(CCc2ccccc2)C1 (configuration not stated)
  2.1, 2, -18, 7, 0, i, 8, 28, -6, 2.1
(53) O=C(Nn1cnnc1)c1ccc(Cl)cc1
  1.5, 1, 0, 8, 1, 2.6, 4, -12, 3, 0.8
(54) COc1ccc(/C=C2\SC(N3CCCCC3)=NC2=O)cc1OC
  2.8, 0, -6, 21, -5, -0.5, 7, 6, -7, -1.7
(55) O=C(NC1CCN(Cc2ccccc2)CC1)c1cc(-c2ccccn2)nc2ccccc12
  -0.6, 23, -5, 0, -4, 7.7, 1, 7, 2, -1.3

# A portion of the library; the hit share may differ from the screen's.
